Source: PubChem BioAssay
G9a block: qHTS Assay for Inhibitors of Histone Lysine Methyltransferase G9a | Histone-lysine N-methyltransferase EHMT2 (Homo sapiens), Q96KQ7 | G9a H3K9 monomethylation, AlphaScreen, 2 h | Potency, µM (top dose mostly 102 µM), for the others: at the highest dose activity, negative = inhibition, most hits filed as inhibitors | 350,000 tested, 8.8% active | AID 504332, 2011; also: % is scaled to controls: 0 for no effect and ±100 for the full control effect; nearly all actives have a fitted effect of over 75% in size
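AlphaScreen detection with an anti-monomethyl H3K9 antibody quantified product after a 2 h room-temperature reaction containing 500 nM biotinylated H3K9 peptide, 20 µM SAM and 20 nM enzyme, which had been preincubated 15 min with compound.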
JMJD2A Tudor inh: qHTS Assay for Inhibitors of JMJD2A-Tudor Domain. Lysine-specific demethylase 4A (Homo sapiens), O75164. AlphaScreen JMJD2A-Tudor / H3K4me3 peptide binding. Potency, µM (titrated, usually from 114 µM), without a hit: at the top dose activity change, negative = inhibition, hits mostly inhibitors. 390,000 tested, 4.4% active. AID 504339, 2011; also: % is scaled to controls: 0 for no effect and ±100 for the full control effect; nearly all actives have a fitted effect of over 50% in size
BLM helicase inh: qHTS Assay for Inhibitors of Bloom's syndrome helicase (BLM). RecQ-like DNA helicase BLM (Homo sapiens), P54132. recombinant BLM DNA unwinding, fluorescence dequenching. Potency, µM (doses to about 56.1 µM), without a hit: at the top dose activity change, negative = inhibition, hits mostly inhibitors. 350,000 tested, 0.2% active. AID 2528, 2010;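 also: plate controls were vehicle for no effect and no enzyme for full effect; nearly all actives have a fitted effect of over 35% in size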
POLI inh: qHTS for Inhibitors of Polymerase Iota; Potency, µM (doses to about 115 µM), for the others: top-dose activity, negative = inhibition, hits mostly inhibitors; AID 588590, 2011; Pol iota fluorescent replication assay, 10 min; 390,000 tested, 1% active
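Pol iota at 10 nM preincubated 15 min with compounds at room temperature; reaction started with fluorescent substrate, 50 nM final. Fluorescence read kinetically at 0 and 10 min; buffer-only wells as negative control.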
Pol kappa inh: qHTS for Inhibitors of Polymerase Kappa. DNA polymerase kappa (Homo sapiens), Q9UBT6. purified Pol kappa, fluorescent DNA synthesis assay, 10 min. Potency, µM (doses to about 107 µM), without a hit: top-dose activity, negative = inhibition, most hits filed as inhibitors. 400,000 tested, 0.53% active; also: % is scaled to controls: 0 for no effect and ±100 for the full control effect
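Inhibition of 10 nM Pol kappa is measured by a fluorescent read-out at 0 and 10 min following addition of 50 nM substrate (final), with a 15-min room-temperature compound preincubation.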
POLH inh: qHTS for Inhibitors of Polymerase Eta | DNA polymerase eta (Homo sapiens), Q9Y253 | recombinant Pol eta, fluorescent DNA replication assay | Potency, µM (top dose mostly 114 µM), inactives show top-dose activity change, negative = inhibition, most hits filed as inhibitors | 390,000 tested, 1.2% active; also: % is scaled to controls: 0 for no effect and ±100 for the full control effect
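Pol eta at 10 nM preincubated with compounds 15 min at room temperature; reaction started with fluorescent substrate (50 nM final) and read kinetically at 0 and 10 min.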
Pol beta inh: qHTS Assay for Inhibitors of DNA Polymerase Beta; P06746; Pol beta primer extension/strand displacement, fluorescence kinetic; Potency, µM (series often up to 114 µM), for the others: at the top dose activity change, negative = inhibition, usual class: inhibitors; 340,000 tested, 1.3% active; also: % is scaled to controls: 0 for no effect and ±100 for the full control effect
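Pol beta (10 nM) and compounds were preincubated 15 min at room temperature, then 50 nM substrate (final) started primer extension/strand displacement. Reads were taken at 0 and 10 min; concentration-response data were fitted to a four-parameter Hill equation.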
APE1 inh: qHTS Assay for Inhibitors of the Human Apurinic/apyrimidinic Endonuclease 1 (APE1); DNA repair nuclease/redox regulator APEX1 (Homo sapiens), P27695; 350,000 tested, 0.35% active; AID 2517, 2012; recombinant APE1, TAMRA/BHQ-2 abasic DNA cleavage fluorescence; Potency, µM (highest dose often 65.8 µM), inactives show top-dose activity change, negative = inhibition, hits mostly inhibitors;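 also: plate controls were vehicle for no effect and reference inhibitor for full effect; nearly all actives have a fitted effect of over 55% in size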
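Endonuclease cleavage of a quenched abasic-site DNA duplex (50 nM) by APE1 (0.75 nM) was tracked by TAMRA dequenching. Compounds were preincubated with enzyme 15 min at room temperature; data normalized to buffer-only and DMSO wells plus NSC13755 control.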
BAZ2B block: qHTS Assay for Inhibitors of BAZ2B. 360,000 tested, 4.4% active. AID 504333, 2011. Potency, µM (doses to about 114 µM), for inactives: at the highest dose activity change, negative = inhibition, most hits filed as inhibitors. Bromodomain adjacent to zinc finger domain protein 2B (Homo sapiens), Q9UIF8. AlphaScreen BAZ2B-H3K14Ac peptide displacement; also: % is scaled to controls: 0 for no effect and ±100 for the full control effect; nearly all actives have a fitted effect of over 60% in size
Target sequence (Q9UIF8 whole entry, looked up, the tested form may be a part): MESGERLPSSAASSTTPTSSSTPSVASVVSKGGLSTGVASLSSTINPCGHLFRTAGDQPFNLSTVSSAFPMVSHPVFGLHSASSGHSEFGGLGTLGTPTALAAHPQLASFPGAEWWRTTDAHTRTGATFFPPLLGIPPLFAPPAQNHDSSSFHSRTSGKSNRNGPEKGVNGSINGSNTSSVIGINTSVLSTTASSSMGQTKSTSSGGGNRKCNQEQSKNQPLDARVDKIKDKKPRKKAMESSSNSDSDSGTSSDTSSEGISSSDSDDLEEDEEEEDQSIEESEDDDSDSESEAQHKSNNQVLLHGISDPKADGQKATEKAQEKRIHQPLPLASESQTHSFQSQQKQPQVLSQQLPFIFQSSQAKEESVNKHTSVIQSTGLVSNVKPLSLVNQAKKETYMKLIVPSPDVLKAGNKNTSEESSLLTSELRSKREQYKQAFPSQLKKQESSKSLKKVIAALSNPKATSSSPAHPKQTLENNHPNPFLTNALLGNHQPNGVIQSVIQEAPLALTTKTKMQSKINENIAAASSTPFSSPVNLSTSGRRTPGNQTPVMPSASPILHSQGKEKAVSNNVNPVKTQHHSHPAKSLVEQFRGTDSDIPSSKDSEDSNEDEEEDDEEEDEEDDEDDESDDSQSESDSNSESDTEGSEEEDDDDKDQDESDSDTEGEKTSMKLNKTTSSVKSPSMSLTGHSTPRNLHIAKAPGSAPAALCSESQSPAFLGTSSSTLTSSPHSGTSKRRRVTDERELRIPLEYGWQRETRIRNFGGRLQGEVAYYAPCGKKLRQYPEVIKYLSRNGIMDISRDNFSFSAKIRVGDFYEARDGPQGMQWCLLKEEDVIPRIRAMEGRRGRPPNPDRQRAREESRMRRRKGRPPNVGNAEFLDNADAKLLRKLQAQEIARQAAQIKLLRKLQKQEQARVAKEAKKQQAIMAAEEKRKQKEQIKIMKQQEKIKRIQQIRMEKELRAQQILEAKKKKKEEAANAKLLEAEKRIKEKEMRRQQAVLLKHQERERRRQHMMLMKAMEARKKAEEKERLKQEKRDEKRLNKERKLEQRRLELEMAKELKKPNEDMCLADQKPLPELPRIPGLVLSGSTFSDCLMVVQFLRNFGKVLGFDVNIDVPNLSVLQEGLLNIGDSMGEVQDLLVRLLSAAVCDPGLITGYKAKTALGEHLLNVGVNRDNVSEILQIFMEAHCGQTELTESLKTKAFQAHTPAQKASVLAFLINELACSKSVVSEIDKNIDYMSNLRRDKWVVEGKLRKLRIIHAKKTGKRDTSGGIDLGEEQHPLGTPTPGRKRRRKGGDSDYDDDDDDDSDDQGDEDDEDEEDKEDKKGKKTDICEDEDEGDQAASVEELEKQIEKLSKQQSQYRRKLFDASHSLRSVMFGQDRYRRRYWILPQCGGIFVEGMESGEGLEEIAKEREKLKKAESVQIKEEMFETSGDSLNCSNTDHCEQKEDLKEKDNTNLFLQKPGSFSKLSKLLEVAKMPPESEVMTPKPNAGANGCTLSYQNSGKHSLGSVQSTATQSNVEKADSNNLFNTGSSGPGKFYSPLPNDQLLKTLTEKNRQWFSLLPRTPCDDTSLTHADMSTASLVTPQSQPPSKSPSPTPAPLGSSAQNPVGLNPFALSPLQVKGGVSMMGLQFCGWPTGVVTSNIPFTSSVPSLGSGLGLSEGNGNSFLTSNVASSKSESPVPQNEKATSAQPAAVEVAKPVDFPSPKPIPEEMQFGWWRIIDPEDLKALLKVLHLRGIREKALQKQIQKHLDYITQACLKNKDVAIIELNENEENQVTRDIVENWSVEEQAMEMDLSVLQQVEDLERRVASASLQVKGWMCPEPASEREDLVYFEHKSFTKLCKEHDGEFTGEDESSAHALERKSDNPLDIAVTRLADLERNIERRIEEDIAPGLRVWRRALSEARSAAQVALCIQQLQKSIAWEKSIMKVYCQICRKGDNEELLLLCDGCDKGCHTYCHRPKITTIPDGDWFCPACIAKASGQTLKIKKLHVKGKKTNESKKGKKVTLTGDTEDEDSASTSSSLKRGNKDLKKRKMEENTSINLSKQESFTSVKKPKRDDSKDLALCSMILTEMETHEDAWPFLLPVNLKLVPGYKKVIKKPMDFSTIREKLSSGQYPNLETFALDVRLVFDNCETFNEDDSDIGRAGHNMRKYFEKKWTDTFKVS
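Inhibition is scored as reduced AlphaScreen emission. The BAZ2B/b-H3(5-23)K14Ac complex (50 nM each) in PBS pH 7.4, 0.01% Tween-20 meets compound (up to 110 uM) for 30 min at RT before bead addition.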
Numbers without * were called inactive; & = joins results of further samples; [ ] = another dose, or the depositor's remark. Calls follow the shape of the dose curve; as a rule, active = well fitted curve in the direction sought with a large enough effect; inconclusive = small, poorly fitted or top-dose-only effect, or another doubt; inactive = no such curve, though single readings can be large; an effect the other way counts as inactive or inconclusive. Potency is read from the fitted curve at half-maximal effect. These rows are one share of the data; the hit share may differ from the screen's.

`CCCCCC(=O)Nc1nc(C)c(-c2csc(Nc3ccccc3OCC)n2)s1` gave G9a block inconclusive, JMJD2A Tudor inh inconclusive, BLM helicase inh -3%, POLI inh -1%, Pol kappa inh -9%, POLH inh -1%, Pol beta inh 3%, APE1 inh -5% and BAZ2B block -30%.
Screening CN1C(=O)/C(=C/c2ccccc2OCc2ccccc2)NC1=S returned G9a block inconclusive, JMJD2A Tudor inh -22%, BLM helicase inh -1%, POLI inh -1%, Pol kappa inh -3%, POLH inh -14%, Pol beta inh -19%, APE1 inh -3% and BAZ2B block inconclusive.
`COC(=O)c1c(SC)nc2ccccc2c1OCc1ccc(Cl)cc1` gave G9a block 109%[activator][59 µM], JMJD2A Tudor inh 139%[activator], BLM helicase inh -8%, POLI inh 0%, Pol kappa inh 21%, POLH inh -6%, Pol beta inh 1% and BAZ2B block 142%[activator].
Screening CCC(Oc1ccccc1)C(=O)Nc1ccccc1N1CCCCC1 (stereo not given) returned JMJD2A Tudor inh 70%[activator], BLM helicase inh -10%, POLI inh 8%, Pol kappa inh 10%, POLH inh -21%, Pol beta inh inconclusive, APE1 inh -4% and BAZ2B block 7%.
For CCC(=O)Nc1ccc(Cl)c(NC(=O)c2c(OC)cccc2OC)c1 the results were JMJD2A Tudor inh 0%, BLM helicase inh 0%, POLI inh 45%[activator], Pol kappa inh -2%, POLH inh -3%, Pol beta inh 9%, APE1 inh 3% and BAZ2B block 0%.
`O=C(CN(Cc1ccco1)C(=O)CCC(=O)Nc1nccs1)NCc1ccccc1` gave G9a block 8%[59 µM], JMJD2A Tudor inh -10%, BLM helicase inh -8%, POLI inh 8%, Pol kappa inh -18%, POLH inh -4%, Pol beta inh 28%, APE1 inh 2% and BAZ2B block -1%.
`Cc1ccc(NC(=O)COC(=O)CC2CCCC2)cc1Cl` gave G9a block 140%[activator], BLM helicase inh -26%, Pol beta inh 5%, APE1 inh -7% and BAZ2B block 22%.
`COc1cc(/C=C2\SC(=S)N(C(C(=O)O)c3ccccc3)C2=O)ccc1O` (stereo not given) gave G9a block 8.9µM*, JMJD2A Tudor inh -32%, BLM helicase inh -8%, POLI inh 28µM*, Pol kappa inh -35%, POLH inh inconclusive, Pol beta inh inconclusive, APE1 inh -11% and BAZ2B block inconclusive.
For CCOc1ccc(CCNC(=O)c2cc(-c3ccccc3)c(N3CCOCC3)s2)cc1OCC the results were G9a block 1%, JMJD2A Tudor inh -2%, BLM helicase inh -6%, POLI inh 9%, Pol kappa inh -28%, POLH inh 3%, Pol beta inh 7%, APE1 inh 22% and BAZ2B block -16%.
CC(=O)N1CCOc2ccc(S(=O)(=O)NC(C)c3ccccc3)cc21 (stereo not given) was read as G9a block -7%, JMJD2A Tudor inh -18%, BLM helicase inh -1%, POLI inh 8%, Pol kappa inh -5%, POLH inh 4%, Pol beta inh 25%, APE1 inh 26% and BAZ2B block -30%.
COc1cccc(/C=N/NC(=O)CNC(=O)c2ccc3c(c2)OCCO3)c1O was read as G9a block 22%[59 µM], JMJD2A Tudor inh -2%, BLM helicase inh 0%, POLI inh 11%, Pol kappa inh 1%, POLH inh -21%, Pol beta inh -11%, APE1 inh 1% and BAZ2B block -3%.
`CCOc1ccc(CCNC(=O)COC(=O)Cn2nc(C)c([N+](=O)[O-])c2C)cc1OCC` gave G9a block inconclusive, JMJD2A Tudor inh -7%, POLI inh 13%, Pol kappa inh 4%, POLH inh -15%, APE1 inh 8% and BAZ2B block -15%.
CC1(C)NC(=O)N(CC(=O)O)C1=O was read as G9a block inconclusive, JMJD2A Tudor inh -12%, BLM helicase inh -1%, POLI inh 12%, Pol kappa inh 6%, POLH inh 3%, Pol beta inh -22%, APE1 inh 0% and BAZ2B block -18%.
O=C(N/N=C/c1cc([N+](=O)[O-])ccc1O)c1cc(-c2ccccc2)nc2ccccc12 was read as G9a block inconclusive, JMJD2A Tudor inh inconclusive, BLM helicase inh -18%, POLI inh 1%, Pol kappa inh -8%, POLH inh -22%, Pol beta inh -1%, APE1 inh 22% and BAZ2B block 32µM*.
CCOC(=O)c1sc(NC(=O)C(C)C)c(C#N)c1C was read as JMJD2A Tudor inh inconclusive, BLM helicase inh -4%, POLI inh inconclusive, Pol kappa inh -7%, POLH inh -13%, Pol beta inh 17%, APE1 inh 20% and BAZ2B block -1%.
`CCn1cnc2cc([N+](=O)[O-])ccc21` gave G9a block -21%, JMJD2A Tudor inh -8%, BLM helicase inh -9%, POLI inh 47%[activator], Pol kappa inh -11%, POLH inh -5%, Pol beta inh 13%, APE1 inh -5% and BAZ2B block -22%.
Screening CCOc1ccc(C(=O)Nc2ccc(-c3nc4ccccc4[nH]3)cc2)cc1[N+](=O)[O-] returned G9a block 6%[59 µM], JMJD2A Tudor inh 79µM*, BLM helicase inh -15%, POLI inh inconclusive, Pol kappa inh -3%&-8%, POLH inh inconclusive, Pol beta inh -8%, APE1 inh 0% and BAZ2B block -25%.
`O=C1CC(=O)N(CCc2ccc(F)cc2)C(=O)N1` gave G9a block inconclusive, JMJD2A Tudor inh -14%, BLM helicase inh 0%, POLI inh 11%, Pol kappa inh -23%, POLH inh -2%, Pol beta inh 13%, APE1 inh -7% and BAZ2B block -2%.
Cc1ccccc1Cn1c2ccccc2c2cnn(CC(=O)N3CCC(C)CC3)c(=O)c21 was read as G9a block inconclusive, JMJD2A Tudor inh -28%, BLM helicase inh -8%, POLI inh -14%, Pol kappa inh -18%, POLH inh -5%, Pol beta inh 11% and BAZ2B block -14%.
Screening Cc1ccc(C(=O)OCC(=O)Nc2ccccc2Sc2ccccc2)cc1C returned G9a block 112%[activator][59 µM], JMJD2A Tudor inh 55%[activator], BLM helicase inh -12%, POLI inh 36%[activator], Pol kappa inh -10%, POLH inh -20%, Pol beta inh -2%, APE1 inh 1% and BAZ2B block 41%[activator].

The last two records of the part before are carried over, then new ones follow:
Cc1ccccc1Cn1c2ccccc2c2cnn(CC(=O)N3CCC(C)CC3)c(=O)c21 was read as G9a block inconclusive, JMJD2A Tudor inh -28%, BLM helicase inh -8%, POLI inh -14%, Pol kappa inh -18%, POLH inh -5%, Pol beta inh 11% and BAZ2B block -14%.
Screening Cc1ccc(C(=O)OCC(=O)Nc2ccccc2Sc2ccccc2)cc1C returned G9a block 112%[activator][59 µM], JMJD2A Tudor inh 55%[activator], BLM helicase inh -12%, POLI inh 36%[activator], Pol kappa inh -10%, POLH inh -20%, Pol beta inh -2%, APE1 inh 1% and BAZ2B block 41%[activator].
For COCCCNC(=O)CCCn1c(=O)c2ccccc2n(CC(=O)Nc2c(C)cc(C)cc2C)c1=O the results were G9a block 0%, JMJD2A Tudor inh -2%, BLM helicase inh 6%, POLI inh 136%[activator], Pol kappa inh -4%, POLH inh -10%, Pol beta inh 20%, APE1 inh -6% and BAZ2B block 13%.
CCc1nnc(NC(=O)CC(C)c2ccccc2)s1 (stereo not given) was read as G9a block -6%[0.501 µM], JMJD2A Tudor inh -11%, BLM helicase inh 2%, POLI inh 42%[activator], Pol kappa inh -10%, POLH inh -19%, Pol beta inh 18%, APE1 inh -10% and BAZ2B block 12%.
`COc1ccc([N+](=O)[O-])cc1NC(=O)C(C)OC(=O)c1cccnc1Cl` (stereo not given) gave G9a block 26%[12.7 µM], JMJD2A Tudor inh -16%, BLM helicase inh 10%, POLI inh 59%[activator], Pol kappa inh -1%, POLH inh -13%, Pol beta inh 0%, APE1 inh 8% and BAZ2B block 7%.
For Nc1nc(SCC(=O)NNc2c(Cl)cc(Cl)cc2Cl)n[nH]1 the results were G9a block 10µM*, JMJD2A Tudor inh inconclusive, BLM helicase inh 3%, POLI inh 5%, Pol kappa inh -8%, POLH inh -7%, Pol beta inh 6%, APE1 inh 0% and BAZ2B block 3%.
Screening COc1ccc(C(=O)NCC(c2ccc(N(C)C)cc2)N2CCCC2)c(OC)c1 (stereo not given) returned G9a block inconclusive, JMJD2A Tudor inh inconclusive, BLM helicase inh -9%, POLI inh 15%, Pol kappa inh -5%[60.1 µM], POLH inh -21%, Pol beta inh 1% and BAZ2B block inconclusive.
Screening COC(=O)COc1ccc(C(=O)OC)cc1 returned G9a block 5%[59 µM], JMJD2A Tudor inh -4%, BLM helicase inh -1%, POLI inh 6%, Pol kappa inh -8%, POLH inh -3%, Pol beta inh 1%, APE1 inh 2% and BAZ2B block 11%.
Screening CC(c1ccco1)N(C(=O)C12CC3CC(CC(C)(C3)C1)C2)c1ccccn1 (stereo not given) returned G9a block -3%, JMJD2A Tudor inh -2%, BLM helicase inh -7%, POLI inh 4%, Pol kappa inh 1%, POLH inh -16%, Pol beta inh -1%, APE1 inh -3% and BAZ2B block -2%.
Screening O=C(NCCc1ccccc1)c1cc(-c2ccc(Cl)c(Cl)c2)on1 returned G9a block 14%[59 µM], JMJD2A Tudor inh -9%, BLM helicase inh -1%, POLI inh 13%, Pol kappa inh -7%, POLH inh -9%, Pol beta inh 14% and BAZ2B block 12%.
`CCOC(=O)c1nnn(CC(=O)NC(=O)Nc2ccccc2F)c1C(=O)OCC` gave G9a block -36%[59 µM], JMJD2A Tudor inh -9%, BLM helicase inh -4%, POLI inh inconclusive, Pol kappa inh -9%, POLH inh -4%, Pol beta inh 33% and BAZ2B block -7%.
For Cc1ccc(S(=O)(=O)N(C)C[C@@H]2Oc3c(NC(=O)C4CC4)cccc3C(=O)N([C@@H](C)CO)C[C@@H]2C)cc1 the results were JMJD2A Tudor inh 0%, POLI inh 0%, Pol kappa inh 2%, POLH inh -20% and APE1 inh 9%.
For CCCCNc1nc2c(S(=O)(=O)c3ccc(C)cc3)nnn2c2ccsc12 the results were G9a block -3%[59 µM], JMJD2A Tudor inh -20%, BLM helicase inh 0%, POLI inh 20%, Pol kappa inh 0%, POLH inh 0%, Pol beta inh 30% and BAZ2B block -24%.
